From PubChem
Mtb BioA inh – inhibitors of Mycobacterium tuberculosis BioA enzyme. purified M. tuberculosis BioA enzyme, plate reader. inhibition, % at 9.99 µM. actives 0.096% (n = 360,000); in the data active = inhibition above about 40%; inconclusive = no clear call, values can overlap the other calls
BoNT A protease – BoNT A light chain protease inhibition; actives 0.17% (n = 360,000); AID 588499; inhibition, % at 10 µM; multiplex microsphere protease substrate cleavage, flow cytometry; note: plate controls were buffer without enzyme for full effect and enzyme alone for no effect
PfHsp40 yeast – restores yeast growth despite PfHsp40 toxicity; actives 0.68% (n = 340,000); AID 504582; S. cerevisiae expressing PfHsp40, growth rescue, ATP luminescence; growth rescue, % at 12.5 µM; in the data active = growth rescue above about 28%, passing the limit was not always enough; inconclusive = no clear call, values can overlap the other calls;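 note: yeast W303a lacking pdr1 and pdr3 grown in galactose medium; growth measured after three days at 30 °C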
GDH-TPI inh – GDH-TPI coupled enzyme inhibition counter-screen; GDH-TPI coupled enzyme counterscreen, NADH absorbance; inhibition, % at 4.8 µM; actives 1.2% (n = 360,000); AID 588335; in the data active = inhibition above about 30%;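 note: 0% = DMSO wells and 100% = wells lacking the enzyme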
BoNT-F LC inh – inhibitors of Botulinum neurotoxin F light chain protease; Multiplex microsphere protease cleavage assay, flow cytometry; inhibition, % at 10 µM; actives 0.22% (n = 360,000); AID 588497; in the data active = inhibition above about 35%, passing the limit was not always enough; inconclusive = no clear call, values can overlap the other calls; note: plate controls were buffer without enzyme for full effect and enzyme alone for no effect
Anthrax LF prot – blocks Bacillus anthracis lethal factor protease; multiplex microsphere protease cleavage assay, LF; inhibition, % at 10 µM; actives 0.12% (n = 360,000); AID 588501; note: plate controls were buffer without enzyme for full effect and enzyme alone for no effect
FBA Mtb inh – inhibits M. tuberculosis FBA enzyme | P9WQA3 | purified M. tuberculosis FBA, fluorescence read-out | inhibition, % at 1 µM | actives 2.3% (n = 360,000) | AID 588726; in the data active = inhibition above about 27%;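 note: 0% = vehicle and 100% = reference inhibitor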
Target sequence (P9WQA3 whole entry, looked up): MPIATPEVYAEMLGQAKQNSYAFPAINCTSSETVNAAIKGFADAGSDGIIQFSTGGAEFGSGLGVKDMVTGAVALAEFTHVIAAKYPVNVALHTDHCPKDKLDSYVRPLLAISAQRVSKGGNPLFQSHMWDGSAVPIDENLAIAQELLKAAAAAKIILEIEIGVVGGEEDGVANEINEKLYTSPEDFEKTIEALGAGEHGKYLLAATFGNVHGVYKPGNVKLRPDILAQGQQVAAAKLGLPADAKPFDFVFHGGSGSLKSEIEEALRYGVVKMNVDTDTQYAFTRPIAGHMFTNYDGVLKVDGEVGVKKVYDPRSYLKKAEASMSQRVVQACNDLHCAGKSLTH
Mtb UGM inh – blocks M. tuberculosis UGM enzyme; P9WIQ1; purified UGM, fluorescence polarization probe displacement; inhibition, % at 10 µM; actives 0.06% (n = 320,000); in the data active = inhibition above about 10%, passing the limit was not always enough; inconclusive = no clear call, values can overlap the other calls
Target sequence (P9WIQ1 whole entry, looked up): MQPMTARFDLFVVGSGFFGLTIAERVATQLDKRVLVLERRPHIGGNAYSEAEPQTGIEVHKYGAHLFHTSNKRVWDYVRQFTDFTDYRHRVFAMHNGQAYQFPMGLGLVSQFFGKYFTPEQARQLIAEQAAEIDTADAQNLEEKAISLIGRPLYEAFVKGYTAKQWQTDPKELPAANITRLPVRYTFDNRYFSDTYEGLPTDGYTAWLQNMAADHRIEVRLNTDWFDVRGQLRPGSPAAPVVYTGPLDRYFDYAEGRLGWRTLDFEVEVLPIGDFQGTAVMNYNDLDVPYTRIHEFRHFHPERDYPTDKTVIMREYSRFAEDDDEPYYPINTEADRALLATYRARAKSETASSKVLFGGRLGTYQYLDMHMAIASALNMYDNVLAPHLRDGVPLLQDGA
FadD28 FP inh – blocks FadD28 binding to the bisubstrate probe | fluorescence polarization | inhibition, % at 12.5 µM | actives 0.22% (n = 360,000); in the data active = inhibition above about 8.5%, passing the limit was not always enough; inconclusive = no clear call, values can overlap the other calls
Starred values were filed as active, the others as inactive; ? = inconclusive; nt = not tested or not shown. Cut-off read from the data, not from the text of the source, unless noted: active = inhibition above about 30%; inconclusive = no clear call, values can overlap the other calls; inactive = below that.

Results follow in this order: Mtb BioA inh	BoNT A protease	PfHsp40 yeast	GDH-TPI inh	BoNT-F LC inh	Anthrax LF prot	FBA Mtb inh	Mtb UGM inh	FadD28 FP inh
> COc1cccc(N=C2C(=O)N3CCCc4cccc2c43)c1
→ nt	0.1	-0.5	1	-6	-1	-2	0.3	-2.6
> COc1cc(C(=O)Nc2cccc(NC(=O)c3cccs3)c2)cc(OC)c1OC
→ 0.9	0.4	0.8	11	15	-6	-3	-1.5	-4.4
> Cc1cccc(-n2c(CCN3C(=O)c4ccccc4C3=O)nc3ccccc3c2=O)n1
→ -1.0	1.2	-1.4	15	-11	0	-1	nt	-0.4
> CN(C)c1ccc(-c2nnn(Cc3ccccc3Br)n2)cc1
→ 0.1	-0.1	-1.0	1	0	4	2	-1.6	0.8
> COc1ccc(CN2CCNC(=O)C2CC(=O)NCCc2nc(C)c(C)s2)cc1C (stereo unspecified)
→ -3.1	-0.8	-0.8	3	-10	1	-1	1.0	-3.3
> O=C(CSc1nnc(NC(=O)c2cc(Br)ccc2Cl)s1)NCC1CCCO1 (stereo unspecified)
→ -1.5	-0.1	-2.3	1	2	-5	-2	0.3	-3.0
> O=C(CN1CCN(Cc2ccccc2)CC1)NC(c1ccccc1)c1ccccc1
→ 1.3	0.6	0.1	1	2	0	2	1.9	-0.5
> CN(CCn1ccnc1)Cc1cn(-c2ccccc2)nc1-c1ccc2c(c1)OCO2
→ nt	-0.1	-0.3	11	1	-6	0	2.0	0.0
> CN(C)CCNC(=O)c1cccc(-c2cnc3c(NC=O)cc(-c4cc(F)c(F)c(F)c4)cn23)c1
→ 0.0	0.7	nt	9	-4	-9	1	nt	-7.1
> CC(C)(C)Nc1nc(NN)nc(NC(C)(C)C)n1
→ -0.2	-1.4	0.7	8	-4	-2	1	-4.8	-3.3
> O=C(NCCc1ccc(F)cc1)c1cc2ccccc2oc1=O
→ -2.2	1.5	1.0	7	-4	0	2	-0.4	0.4
> COc1ccc(-c2c[n+](CC(=O)OC3CC(C)CCC3C(C)C)c3n2CCC3)cc1 (stereo unspecified)
→ 5.8	0.0	0.7	-3	-3	-2	1	6.0	-2.1
> O=c1[nH]c(NC2CCCCC2)nnc1Cc1ccccc1
→ -0.8	0.3	-1.7	6	16	3	-2	-1.2	-2.0
> COC(=O)c1sccc1NC(=O)c1ccc(Cl)cc1
→ -1.9	-0.3	0.4	11	0	-6	1	0.6	-0.3
> CC1CCCC(NC(=O)COC(=O)c2ccc(Cl)nc2)C1C (stereo unspecified)
→ -0.3	-5.2	-0.4	-4	-3	-1	-2	-1.7	-0.4
> COC(=O)CSc1nc2cc(OC)ccc2cc1C#N
→ -0.5	0.5	-0.7	7	-3	-8	8	-0.8	-3.1
> CC(C)Oc1ccc(CCN=C(N)N=C(N)N)cc1Cl
→ nt	-1.5	0.4	-14	-10	0	3	-1.2	-5.0
> N#CC(C#N)=NNc1ccc([N+](=O)[O-])cc1
→ nt	-1.2	-2.1	9	1	-2	-44	-1.6	1.3
> COc1ccc(C(=O)NCc2cccnc2)cc1Br
→ 1.5	0.6	0.3	1	7	1	5	-3.7	1.0
> CC(=O)c1ccc(NC(=O)c2cc(CC(C)C)on2)cc1
→ 1.2	0.2	-0.7	-8	-2	1	1	-3.2	-3.4
> Cc1ccc(C(=O)Oc2ccc(C(=S)N3CCOCC3)cc2)cc1
→ -0.8	-1.7	-1.5	0	-7	5	2	-2.1	-2.1
> COc1ccc(CSc2nnc(SCc3ccc([N+](=O)[O-])cc3)s2)cc1
→ -1.0	0.7	-0.1	4	-3	0	3	-2.3	-0.1
> O=C(Cc1c[nH]c2ccccc12)N/N=C/c1ccc(F)cc1
→ 0.3	0.9	-1.4	-4	8	0	1	0.8	-4.5
> Cc1ccc(N2C(=O)CS/C2=N\C(=S)Nc2ccccc2)cc1
→ 0.0	-0.6	nt	9	0	-10	2	-1.6	-0.5
> CC12CCC(C(=O)N3CCN(c4ncccn4)CC3)(c3nc4ccccc4nc31)C2(C)C (stereo unspecified)
→ 0.0	1.5	1.5	1	13	5	30*	5.6	-1.5
> Cc1ccc(NC(=O)CN(C)C(=O)c2ccc(OCc3c(C)noc3C)cc2)cc1
→ 0.6	-2.9	4.6	6	-2	-1	-2	nt	-0.1
> Cc1ccc(C(=O)N2CCC(C(=O)NCc3ccco3)CC2)cc1
→ 1.6	-0.6	-1.3	-2	19	0	0	1.1	-5.1
> CCOC(=O)C1(Cc2cccc(F)c2)CCN(C(=O)c2cnccn2)CC1
→ 0.6	-1.4	0.0	-1	-2	-1	2	-2.5	-2.3
> C=CCSc1nnc(NC(=O)c2cn(CC)c3nc(C)ccc3c2=O)s1
→ nt	0.3	1.3	10	-1	3	-1	-1.7	-1.3
> CCOP(=O)(Oc1ccccc1)c1c([N+](=O)[O-])cc(C(F)(F)F)cc1[N+](=O)[O-] (stereo unspecified)
→ -0.7	-1.0	-2.7	5	-6	-4	1	0.9	-0.5
> CCN(CC)S(=O)(=O)c1ccc(Cl)c(C(=O)OC)c1
→ nt	?	0.3	3	-4	1	-6	-0.1	-1.0
> CC(C)n1c(NCCO)nc2ccccc21
→ nt	-0.6	?	-6	-8	-3	-4	-0.4	-0.4
> CC(=O)Nc1cccc(NC(=O)COC(=O)C2CC3CCCC(C2)C3=O)c1 (stereo unspecified)
→ 2.9	-2.9	0.3	-2	-7	-4	2	0.7	-0.1
> CSc1ccc(CN(C)C(=O)c2cc(Cl)c3c(c2)OCCO3)cc1
→ 2.1	2.1	2.0	-5	2	-5	-2	0.1	-7.2
> N#CC(C#N)=C1C=C2C=C(N3CCCCCC3)CCC2CC1 (stereo unspecified)
→ nt	48*	22	3	177*	84*	-23	nt	2.7
> O=C(NC(=S)Nc1ccc2[nH]c(=O)[nH]c2c1)c1cc(Br)ccc1Cl
→ -1.0	-0.7	-0.3	-6	4	-1	-1	3.7	-3.4
> COc1ccc(Cl)cc1C(=O)Nc1ccccc1N1CCCCC1
→ 3.3	-1.5	0.5	-10	3	-6	-2	0.3	-2.2
> O=C(NC1CCCC1)C1CCC(CNS(=O)(=O)c2cccs2)CC1 (stereo unspecified)
→ nt	0.4	-0.5	6	2	-3	-3	-1.2	-3.2
> C/C(=N\O)C(=O)C(CN1CCCCC1)CN1CCCCC1
→ 0.2	-0.9	-1.0	-4	-12	-1	1	-1.6	1.6
> COc1ccc(-c2nn(-c3ccccc3C)cc2CNC(C)Cn2cncn2)cc1F (stereo unspecified)
→ nt	0.5	0.0	1	-3	0	-3	-1.7	-4.7
> CC(=O)Nc1ccc(S(=O)(=O)N[C@@H](C)C(=O)NC2CCCc3ccccc32)cc1 (stereo partly specified)
→ 3.1	0.6	0.4	4	-8	-1	0	1.6	-2.3
> COc1ccc2cc(C(=O)NCc3ccccc3)[nH]c2c1
→ -0.3	3.9	2.4	-6	7	3	6	1.1	-2.7
> CSc1ccccc1NC(=O)Cc1ccccc1[N+](=O)[O-]
→ nt	0.2	-0.4	6	7	0	4	-1.4	-2.0
> FC(F)(F)c1cccc(OCc2nnc3n2CCC3)c1
→ nt	-0.7	0.5	-1	-3	-2	3	-0.5	-3.6
> CCN(CC)C(=O)c1ccc(NC(=O)Nc2ccccc2F)cc1
→ nt	-0.2	-3.3	0	-4	-3	-2	-1.2	-0.9
> CCC1(CC)C(=O)C2=C3C1[C@H](C(=O)OC)CC(C(=O)OC)C[C@H]3[C@H]1C(=O)N(c3ccccc3)C(=O)[C@H]1[C@H]2C (stereo partly specified)
→ -1.4	0.5	-1.4	-7	8	-4	0	0.5	-4.5
> CC(C)C(=O)Nc1ccc(-c2nnc(-c3ccccc3)o2)cc1
→ -0.4	2.5	-1.1	-1	-15	-21	33*	-2.7	-1.0
> Cc1cc(NC(=O)Nc2c[nH]c(=O)[nH]c2=O)ccc1Br
→ -0.8	-1.7	-0.4	1	30	-6	1	0.3	-1.6
> COC(=O)C1=C(c2ccc3ccccc3c2)C[C@@H]2CC[C@H]1N2C(=O)N1CCC(C)CC1
→ -0.8	-0.5	-0.3	-4	5	-6	-2	-1.9	-2.4
> CCCSc1nc(C)c(CC(=O)OCC)c(=O)[nH]1
→ 0.9	0.3	0.1	-4	1	0	4	-1.3	-0.5
> CC1(C)C(c2ccccc2)=NC(c2ccc(Br)cc2)N1O (stereo unspecified)
→ nt	0.3	1.3	5	0	3	2	-2.6	-1.6
> CCCOc1ccc(-c2cc3onc(-c4ccccc4)c3c(=O)n2C)cc1
→ -0.8	-0.4	-0.6	-9	-6	-4	1	2.4	1.4
> CCOC(=O)c1sc(NC(=O)CN2C(=O)c3cccc4cccc(c34)C2=O)nc1C
→ -0.6	-0.4	-1.5	-1	2	-1	1	0.6	-0.6
> Cc1cc(C)c(NC(=O)CSc2nnc(Cc3cccn3C)n2-c2ccc(F)cc2)c(C)c1
→ 0.4	-2.8	-0.3	-2	-7	-2	2	4.1	-3.9
> CCOC(=O)c1cc2c(ccn2C)n1CC(=O)N(CC)CC
→ 2.5	0.2	-0.5	6	-3	-2	0	1.2	0.6
> CCCC(C)C1c2c(c(C)c(C)oc2=O)Oc2c(C)c(C)oc(=O)c21 (stereo unspecified)
→ 5.7	-0.2	-1.6	-5	2	-4	-3	0.2	-1.8

3 records drawn at random from the list so far, as already listed:
Results follow in this order: Mtb BioA inh	BoNT A protease	PfHsp40 yeast	GDH-TPI inh	BoNT-F LC inh	Anthrax LF prot	FBA Mtb inh	Mtb UGM inh	FadD28 FP inh
> CCCSc1nc(C)c(CC(=O)OCC)c(=O)[nH]1
→ 0.9	0.3	0.1	-4	1	0	4	-1.3	-0.5
> Cc1cc(NC(=O)Nc2c[nH]c(=O)[nH]c2=O)ccc1Br
→ -0.8	-1.7	-0.4	1	30	-6	1	0.3	-1.6
> CSc1ccccc1NC(=O)Cc1ccccc1[N+](=O)[O-]
→ nt	0.2	-0.4	6	7	0	4	-1.4	-2.0

Entries of single compounds as entered above. Order of screens: Mtb BioA inh	BoNT A protease	PfHsp40 yeast	GDH-TPI inh	BoNT-F LC inh	Anthrax LF prot	FBA Mtb inh	Mtb UGM inh	FadD28 FP inh
Results for O=C(NC(=S)Nc1ccc2[nH]c(=O)[nH]c2c1)c1cc(Br)ccc1Cl → -1.0	-0.7	-0.3	-6	4	-1	-1	3.7	-3.4
Results for COC(=O)c1sccc1NC(=O)c1ccc(Cl)cc1 → -1.9	-0.3	0.4	11	0	-6	1	0.6	-0.3
Results for COc1ccc2cc(C(=O)NCc3ccccc3)[nH]c2c1 → -0.3	3.9	2.4	-6	7	3	6	1.1	-2.7

Rows were taken by chance. Share with any hit: about 4.7%.
